Screens: PubChem, National Center for Advancing Translational Sciences (NCATS)
GLS inh – qHTS for Inhibitors of Glutaminase (GLS); GLS enzymatic activity, qHTS titration; Glutaminase kidney isoform, mitochondrial (Homo sapiens), O94925; Potency, µM (series often up to 45.5 µM), inactives show top-dose activity change, negative = inhibition, most hits filed as inhibitors; 0.21% of 410,000 active; AID 624170, 2012; further: potency means the concentration at half of the fitted maximal effect; on the % scale 0 is the no-effect control and ±100 the full control effect
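Assay buffer: 45 mM KH2PO4 pH 8.2, 0.02% Tween-20. hKGA acts on L-glutamine (1 mM solution added); product glutamate is reported by an oxidase/peroxidase Amplex Red coupling, with fluorescence taken at baseline and 30 min.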
USP1 inh – Inhibitors of USP1/UAF1: Primary Screen; 0.23% of 390,000 active; AID 743255, 2014; Ubiquitin carboxyl-terminal hydrolase 1 (Homo sapiens), O94782; Potency, µM (titrated, usually from 57.1 µM), without a hit: at the top dose activity change, negative = inhibition, hits mostly inhibitors; recombinant USP1/UAF1, Ub-Rhodamine cleavage fluorescence; further: potency means the concentration at half of the fitted maximal effect; on the % scale 0 is the no-effect control and ±100 the full control effect; nearly all actives have a fitted effect of over 60% in size; inactives centre near -12
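USP1/UAF1 complex (1 nM) preincubated 15 min at room temperature with compound, then Ub-Rho substrate (150 nM final) added. Kinetic fluorescence at 480/540 nm over 6 reads at 60 s intervals; 50 mM HEPES pH 7.8, 0.5 mM EDTA, 0.1 mg/ml BSA, 1 mM TCEP, 0.01% Tween-20.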
PI4K2A block – qHTS for small molecular inhibitors of PI4K2A. Phosphatidylinositol 4-kinase type 2-alpha (Homo sapiens), Q9BTU6. AID 1346378, 2018. activity change, negative = inhibition, % at 76.9 µM. 0.13% of 420,000 active. purified PI4K2A, ADP-Glo luminescence, 1 h; hits give low values; in the data active means activity change below about -50%; inconclusive means mostly about -30% to -49%;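 further: -100% = wells without enzyme as full effect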
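In this quantitative HTS, ADP production by PI4K2A was quantified luminescently after 1 h at ambient temperature; 100 microM adenosine served as plate-quality control.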
TrxR1 substrate – qHTS Assay for Substrates of Mammalian Selenoprotein Thioredoxin Reductase 1 (TrxR1): qHTS; purified TrxR1 substrate turnover, NADPH consumption readout; AID 588456, 2011; 0.01% of 390,000 active; Potency, µM (top dose mostly 114 µM), for inactives: at the top dose activity change, negative = substrate turnover; Thioredoxin reductase 1, cytoplasmic (Rattus norvegicus), O89049; further: potency means the concentration at half of the fitted maximal effect; on the % scale 0 is the no-effect control and ±100 the full control effect; nearly all actives have a fitted effect of over 50% in size
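Rat TrxR1, dispensed at 90 nM, was prereduced with 400 uM NADPH (final) for 5 min at ~22 deg C, then incubated with compound 15 min before 400 uM selenite. A first-read NADPH fluorescence drop versus no-compound background flagged substrates.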
TrxR1 inh – qHTS Assay for Inhibitors of Mammalian Selenoprotein Thioredoxin Reductase 1 (TrxR1): qHTS; recombinant rTrxR1, NADPH fluorescence consumption, selenite substrate; 1% of 390,000 active; Potency, µM (series often up to 114 µM), without a hit: top-dose activity change, negative = inhibition, actives largely listed as inhibitors; AID 588453, 2011; Thioredoxin reductase 1, cytoplasmic (Rattus norvegicus), O89049; further: potency means the concentration at half of the fitted maximal effect; on the % scale 0 is the no-effect control and ±100 the full control effect; nearly all actives have a fitted effect of over 65% in size
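Rat TrxR1 (90 nM in the dispensed reagent) was pre-reduced with 400 uM NADPH for 5 min at room temperature, then incubated with compound for 15 min. After 400 uM selenite was added, NADPH fluorescence (Ex 340/Em 450 nm) was followed for 8 min.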
PGK inhibitor – qHTS Assay to Find Inhibitors of Phosphoglycerate Kinase | Potency, µM (doses to about 57.5 µM), for the others: at the top dose activity change, negative = inhibition, actives largely listed as inhibitors | Phosphoglycerate kinase, glycosomal (Trypanosoma brucei brucei), P07378 | AID 602233, 2012 | PGK/GAPDH coupled, Kinase-Glo luminescence, 60 min | 0.043% of 380,000 active; further: potency means the concentration at half of the fitted maximal effect; on the % scale 0 is the no-effect control and ±100 the full control effect; nearly all actives have a fitted effect of over 60% in size
Target sequence (P07378 whole entry, looked up): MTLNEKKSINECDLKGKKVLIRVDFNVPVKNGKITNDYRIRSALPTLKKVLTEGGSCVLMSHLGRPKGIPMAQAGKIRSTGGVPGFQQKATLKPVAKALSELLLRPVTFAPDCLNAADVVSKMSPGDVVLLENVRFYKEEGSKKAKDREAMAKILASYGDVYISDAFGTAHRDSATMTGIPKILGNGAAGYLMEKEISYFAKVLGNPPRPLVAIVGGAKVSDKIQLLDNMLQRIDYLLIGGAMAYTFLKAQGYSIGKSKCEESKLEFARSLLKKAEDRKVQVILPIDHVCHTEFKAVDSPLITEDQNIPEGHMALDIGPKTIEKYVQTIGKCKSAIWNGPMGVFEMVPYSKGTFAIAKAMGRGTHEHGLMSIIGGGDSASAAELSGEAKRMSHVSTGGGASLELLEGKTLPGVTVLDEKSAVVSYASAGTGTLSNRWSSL
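Luminescent ATP detection (Kinase-Glo Plus) follows a 60-minute room-temperature incubation, with wells lacking PGK as controls. Buffer: 100 mM TEA (pH 7.6), 5 mM MgCl2, 0.01% Tween-20. Coupling enzyme GAPDH (100 nM final) supplies unstable 1,3-BPG in-well.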
mIDH1 inhibitor – qHTS for Inhibitors of mutant isocitrate dehydrogenase 1 (IDH1): qHTS | Isocitrate dehydrogenase [NADP] cytoplasmic (Homo sapiens), O75874 | IDH1-R132H enzyme, NADPH consumption, diaphorase/resazurin fluorescence | Potency, µM (doses to about 76.6 µM), for inactives: top-dose activity change, negative = inhibition, actives largely listed as inhibitors | 0.093% of 390,000 active | AID 602179, 2012; further: potency means the concentration at half of the fitted maximal effect; on the % scale 0 is the no-effect control and ±100 the full control effect; nearly all actives have a fitted effect of over 65% in size
Target sequence (O75874 whole entry R132H, stated change not applied): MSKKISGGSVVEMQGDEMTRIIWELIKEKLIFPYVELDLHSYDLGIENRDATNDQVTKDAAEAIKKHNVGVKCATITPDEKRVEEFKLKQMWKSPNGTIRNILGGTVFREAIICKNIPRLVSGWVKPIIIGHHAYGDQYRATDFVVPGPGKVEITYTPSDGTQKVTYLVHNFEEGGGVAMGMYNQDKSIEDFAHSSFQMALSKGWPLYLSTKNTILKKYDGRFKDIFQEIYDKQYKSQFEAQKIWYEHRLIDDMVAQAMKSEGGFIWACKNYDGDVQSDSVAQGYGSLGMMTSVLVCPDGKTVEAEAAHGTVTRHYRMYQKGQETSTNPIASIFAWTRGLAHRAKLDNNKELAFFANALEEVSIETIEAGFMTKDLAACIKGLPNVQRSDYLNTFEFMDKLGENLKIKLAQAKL
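IDH1-R132H (0.5 ug/mL) preincubated 30 min with compound, then NADPH (0.016 mM) and alpha-KG (2 mM) added; 80 min at RT, pH 7.5. Remaining NADPH coupled via diaphorase/resazurin to fluorescence (540/590 nm); concentration-response curves normalized to no-enzyme control.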
HP1b chromo inh – HTS for Inhibitors of HP1-beta Chromodomain Interactions with Methylated Histone Tails. Chromobox protein homolog 1 (Homo sapiens), P83916. AlphaScreen HP1-beta / biotin-H3K9me3 peptide binding. Potency, µM (top dose mostly 114 µM), for the others: at the top dose activity change, negative = inhibition, most hits filed as inhibitors. 0.56% of 390,000 active. AID 540317, 2011; further: potency means the concentration at half of the fitted maximal effect; nearly all actives have a fitted effect of over 70% in size; inactives centre near 23
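HP1-beta protein (50 nM final) preincubated 30 min at room temperature with biotinylated H3(1-18)K9me3 peptide (50 nM) in PBS pH 7.4, 0.01% Tween-20, then compound added for 30 min. AlphaScreen streptavidin donor/nickel chelate acceptor beads (10 ug/mL final), 30 min dark, luminescence read.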
Pin1 inhibitor – qHTS Assay to Find Inhibitors of Pin1; Peptidyl-prolyl cis-trans isomerase NIMA-interacting 1 (Homo sapiens), Q13526; Pin1 FP peptide displacement, HiFluor488, 10 min; Potency, µM (titrated, usually from 115 µM), without a hit: at the highest dose activity, negative = inhibition, actives largely listed as inhibitors; 0.009% of 390,000 active; active means well fitted inhibition curve with a large enough effect in the polarisation, with a control signal flat, not every such curve was filed as active; inconclusive means small, poorly fitted or top-dose-only effect, or effect the other way, or a change in a side signal; inactive means no such curve, though single readings can be large or run the other way; the % refers to the polarisation; further: potency means the concentration at half of the fitted maximal effect; on the % scale 0 is the no-effect control and ±100 the full control effect
Target sequence (Q13526 whole entry, looked up): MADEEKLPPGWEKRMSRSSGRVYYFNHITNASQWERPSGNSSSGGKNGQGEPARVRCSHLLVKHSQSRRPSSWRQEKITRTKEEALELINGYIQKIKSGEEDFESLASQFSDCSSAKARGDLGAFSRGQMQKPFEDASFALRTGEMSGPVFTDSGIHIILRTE
* = called active by the depositor; i = inactive; ? = inconclusive; nt = no result given; & = joins results of further samples; [ ] = dose if it differs, or a comment. Unless noted, the call rests on the fitted dose curve; in most records, active means well fitted curve in the direction sought with a large enough effect; inconclusive means small, poorly fitted or top-dose-only effect, or another doubt; inactive means no such curve, though single readings can be large; an effect the other way counts as inactive or inconclusive. This is a subset, so the mix of outcomes need not match the whole.

SMILES	GLS inh	USP1 inh	PI4K2A block	TrxR1 substrate	TrxR1 inh	PGK inhibitor	mIDH1 inhibitor	HP1b chromo inh	Pin1 inhibitor
Cc1ccsc1C(=O)N(C)C1CCS(=O)(=O)C1 (configuration not stated)	-7%	-8%	2	6%	24%	-1%	-12%	46%[activator]	6%
COc1cccc(N2CCN(C(=O)C3CCN(S(=O)(=O)c4ccc5c(c4)oc(=O)n5C)CC3)CC2)c1	23%&21%	-20%&-15%	-6&-1	1%&-2%	4%&11%	-5%	8%&1%	44%&21%	3%&0%
COC(=O)c1ccccc1NC(=O)Oc1ccc(F)cc1	17%	-4%	0	45%[activator]	54%[activator]	-19%	-2%	12%	-9%
O=C1c2[nH]nc(-c3ccccc3O)c2C(c2ccccc2F)N1Cc1cccnc1 (configuration not stated)	-4%	?	0	-2%	20%	0%	0%	27%	2%
O=C(/C=C/c1ccccc1)Nc1cccnc1	-2%	-20%	-3	2%	24%	i	5%	46%[activator]	14%
COc1cc([N+](=O)[O-])ccc1N	-1%	-9%	18	-2%[57.1 µM]	0%[57.1 µM]	-1%	4%	10%	10%
C=CCOC(=O)C1CC=CCC1C(=O)Oc1ccc(F)cc1F (configuration not stated)	-13%	-2%	-7	1%	15%	i	3%	94%[activator]	-2%
Cc1cc(C)cc(N2C(=O)N(CC(=O)c3ccc(Br)cc3)c3ccccc3S2(=O)=O)c1	-39%	1%	-4	2%[57.1 µM]	24%[57.1 µM]	-4%	-2%	2%	45%[activator]
Cc1nc(SCc2ccc(Cl)cc2)ncc1C(=O)O	27%	-17%	2	-4%	4%[57.1 µM]	i	-3%	25%	2%
Cc1ccc(NC(=O)c2ccc3c(O)c(S(=O)(=O)c4ccccc4)c(=O)[nH]c3c2)cc1Cl	21%	-19%	1	-3%	8%	5%	-13%	15%	-16%
Cc1ccc(NC(=O)NC(=O)COc2ccc(Cl)cc2Cl)c(C)c1	-1%	-6%	1	-4%	8%	-9%	1%	29%	1%
CCOC(=O)CSc1nnc(CNc2cccc(Cl)c2)n1C	14%	-10%	13	-4%	-11%	-5%	3%	49%	nt
COCCNc1nc(-c2cc3ccccc3o2)cs1	1%	-14%	1	-4%	-2%	-4%	-1%	-13%	0%
CC(C)C(CC(=O)NCc1ccco1)c1ccco1 (configuration not stated)	?	-5%	-7	-3%	?	-5%	-5%	10%	?
Sc1oc(-c2ccccc2)cc1C=Nc1ccccc1	-3%	-22%	8	-3%[57.1 µM]	-28%[57.1 µM]	-10%	1%	?	9%
COc1ccc(C(CNC(=O)c2ccc(C)cc2)N2CCOCC2)cc1 (configuration not stated)	0%	-19%	-3	4%	13%	-8%	2%	47%[activator]	-2%
C=CCN1C(=O)c2ccc(C(=O)OCC(=O)N3CCN(c4ccccc4)CC3)cc2C1=O	1%	-6%	4	1%	17%	-3%	4%	-5%	-4%
CN1C(=O)OC(C)(CCc2ccccc2)C1(C)O (configuration not stated)	9%	-2%	-1	7%	-1%	7%	2%	24%	-2%
Cc1ccc(S(=O)(=O)/N=C(\CN2CCOCC2)N2CCCC2)cc1	7%	2%	-3	-5%	8%	-5%	2%	50%[activator]	1%
CC1CN(C(=S)NC(=O)c2ccco2)CC(C)O1 (configuration not stated)	3%	-14%	-3	-11%	-25%	i	4%	22%	0%
COc1ccc(C(=O)N[C@H](C(=O)NCc2cccs2)C(C)C)cc1	-1%	-3%	-2	0%	5%	-8%	-3%	10%	5%
O=C(O)c1ccc(S(=O)(=O)N2CCc3ccccc3C2)cc1	0%	-25%	1	5%	16%	2%	-3%	42%[activator]	-5%
CCc1ccccc1NC(=O)Cn1ccn(-c2cc(C)cc(C)c2)c(=O)c1=O	-7%	4%	4	-5%	2%	i	17%	20%	-12%
Cc1ccc(Cl)c(OCC(=O)Nc2ccc(S(=O)(=O)NC3=NCCCCC3)cc2)c1	1%	5%	5	-4%	3%	5%	-8%	1%	1%
CCN(CC)CCNS(=O)(=O)c1ccc2[nH]cc(C(=O)O)c(=O)c2c1	-19%	-2%	3	8%	19%	-25%	4%	-13%	-6%
Continuation.
SMILES	GLS inh	USP1 inh	PI4K2A block	TrxR1 substrate	TrxR1 inh	PGK inhibitor	mIDH1 inhibitor	HP1b chromo inh	Pin1 inhibitor
CCOC(=O)c1c(C)c(-c2ccccc2)n(CC(=O)Nc2cc(OC)cc(OC)c2)c1C	2%	-10%	2	-2%	6%	8%	-2%	25%	60%[activator]
COc1c(Br)cc(Br)cc1/C=N/NC(=O)c1cccnc1	-1%	-16%	0	-1%	25%	-11%	-3%	50%[activator]	-4%
CCOC(=O)c1cc(C#N)c(SCC(=O)O)[nH]c1=O	?	-31%	-6	35%[activator][57.1 µM]	19%[57.1 µM]	-9%	6%	12%	-8%
COC(=O)c1c(-c2ccccc2Cl)noc1-c1cnc(N)nc1C(F)(F)F	1%	-9%	0	9%	24%	-10%	9%	37%[activator]	-6%
Cc1ccc(NC(=S)Nc2ccc(Br)cc2)cc1	9%	0%	2	-5%	-2%	-2%	2%	13%	1%
O=C(CSc1nnc(-c2ccccc2)n1CC1CCCO1)N1CCCC1 (configuration not stated)	8%	-20%	-5	5%[57.1 µM]	11%[57.1 µM]	3%	-2%	21%	0%
COc1ccc(C(=O)COC(=O)CNC(=O)c2ccc(C)s2)c(OC)c1	-2%	-18%	-10	-2%	12%	i	3%	19%	12%
N#C/C(=C\c1ccc(Cl)cc1Cl)c1n[nH]c(Cn2cncn2)n1	18%	-17%	-4	2%	-18%	1%	5%	49%[activator]	7%
CC(CNC(=O)Cn1ccc(N)nc1=O)c1ccccc1 (configuration not stated)	-11%	-19%	-1	10%	37%[activator]	-2%	-4%	42%[activator]	-1%
COc1cc2c(cc1OC)C(c1ccccc1)NCC2 (configuration not stated)	-14%	-4%	2	8%	22%	i	1%	0%	1%
Nc1nc(OCC(F)(F)F)cc(Oc2ccccc2F)n1	6%	-1%	-2	-7%	12%	-1%	8%	47%[activator]	-11%
CCOc1ccccc1NC(=O)C1CCCCN1S(=O)(=O)c1ccccc1 (configuration not stated)	-4%	-25%	-3	-3%	13%	-7%	5%	49%[activator]	-1%
CC(=O)Nc1ccc(-n2nnnc2SCC(=O)Nc2cccc(NC(=O)c3ccco3)c2)cc1	?	?	-9	2%	-2%	-6%	-5%	16%	288%[activator]
CCC(=O)Nn1c(C2CCC2)nc2ccccc2c1=O	-10%	?	0	6%	27%	7%	-14%	33%	?
OCC1(Cc2ccccc2)CCCN(C2CCCC2)C1 (configuration not stated)	-1%	-8%	8	0%	-1%	i	-2%	17%	1%
O=C1CCN(Cc2ccc(Cl)cc2Cl)C(=O)N1	3%	-1%	1	-8%	-18%	-7%	3%	1%	1%
CCOC(=O)C[C@H]1c2cc(F)ccc2S(=O)(=O)N1C1CCCC1	0%	-32%	-2	12%&3%	13%[57.1 µM]	0%	-3%	63%[activator]	-8%
Cc1c(C(=O)N2CCN(c3ccccc3)CC2)oc2c1C(=O)CC(C)(C)C2	17%	-19%	1	6%	15%	-2%	6%	19%	0%
CC1(C)Cc2cccc(C(=O)Nc3ccc(F)cc3F)c2O1	-7%	-17%	3	1%	12%	-4%	17%	14%	0%
CCc1ccc(C2NC(=S)NC3=C2C(=O)CC(C)(C)C3)cc1 (configuration not stated)	-12%	-16%	2	-3%[57.1 µM]	4%[57.1 µM]	-1%	-3%	29%	-3%
COc1ccc(C)cc1NC(=O)CN1C(=O)COc2ccc(S(=O)(=O)N3CCCCC3)cc21	7%	-24%	1	-3%	28%	i	4%	32%	4%
CCOc1ccc(OCC)c(NC(=O)CCc2nc3cccnc3n2Cc2cccs2)c1	-4%	-5%	-3	-2%	-2%	-4%	14%	34%	?
O=C(CCC(=O)Nc1ccccc1Cl)NNC(=O)COc1ccc([N+](=O)[O-])cc1	8%	-9%	-9	-1%	13%	-2%	22%	32%	-3%
CCOc1c2ccc(C(=O)NCc3ccc4c(c3)OCO4)cc2nn1CCOC	7%	?	-2	79%[activator]	10%	-1%	-4%	37%[activator]	1%
